Sm TGR inh = inhibitors of Schistosoma mansoni thioredoxin glutathione reductase; Q962Y6; purified TGR, DTNB reduction, TNB absorbance 405 nm; Potency, µM (highest dose often 114 µM), for inactives: top-dose activity change, negative = inhibition, actives largely listed as inhibitors; actives 3% (n = 360,000); note: potency is the fitted concentration of half-maximal effect; nearly all actives have a fitted effect of over 60% in size
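Kinetic colorimetric format: TGR-catalysed, NADPH-driven DTNB reduction monitored via TNB absorbance. Enzyme dispensed at 20 nM; compound exposure 15 min at room temperature before reaction start.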
HCMV inh = inhibitors of human cytomegalovirus; HFF cells, HCMV-luciferase reporter, 72 h; hits give low values; activity change, negative = inhibition, % at 57.5 µM; actives 4.5% (n = 410,000); AID 1259415; in the data active = activity change below about -60%; inconclusive = no clear call, values can overlap the other calls; inactive = above about -39%
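Inhibition of viral replication was scored as loss of reporter luminescence in HFFs infected with HCMV-luciferase (MOI 1 PFU/cell) for 72 h; compounds tested at 2 doses, normalized to buffer and Salinomycin controls.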
Giardia FBPA inh = inhibitors of Giardia lamblia fructose-1,6-bisphosphate aldolase; A8B2U2; purified Giardia FBPA; Potency, µM (doses to about 59.6 µM), inactives show at the top dose activity, negative = inhibition, actives largely listed as inhibitors; actives 0.71% (n = 290,000); AID 2451; note: potency is the fitted concentration of half-maximal effect; nearly all actives have a fitted effect of over 55% in size
Target sequence (A8B2U2 whole entry, looked up): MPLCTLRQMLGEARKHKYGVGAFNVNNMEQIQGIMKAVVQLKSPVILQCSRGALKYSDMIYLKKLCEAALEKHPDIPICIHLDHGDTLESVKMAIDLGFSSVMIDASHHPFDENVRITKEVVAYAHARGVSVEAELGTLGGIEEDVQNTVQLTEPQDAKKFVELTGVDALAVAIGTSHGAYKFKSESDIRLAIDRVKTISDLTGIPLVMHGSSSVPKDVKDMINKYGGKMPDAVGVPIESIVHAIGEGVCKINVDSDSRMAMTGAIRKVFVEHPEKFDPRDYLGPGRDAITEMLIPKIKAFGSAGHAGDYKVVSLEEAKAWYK
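40 nM FBPA preincubated 10 min at RT with compound (up to 57.5 uM final), then substrate plus GAPDH/TPI/NAD/arsenate coupling and diaphorase/resazurin added. Fluorescence read after 20 min at RT, 525/598 nm.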
AMA1-RON2 inh = AMA1-RON2 (P. falciparum) interaction inhibition | AID 720542 | AlphaScreen AMA1-biotinylated RON2 peptide binding | actives 0.2% (n = 360,000) | Potency, µM (titrated, usually from 58.2 µM), without a hit: top-dose activity change, negative = inhibition, usual class: inhibitors;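 note: potency is the fitted concentration of half-maximal effect; 0% = vehicle wells and -100% = peptide control; nearly all actives have a fitted effect of over 45% in size; some results filed as inactive show a strong effect at the top dose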
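AMA1 (3D7) with his tag at 25 nM final met compounds first, then biotinylated RON2 peptide at 25 nM; detection used donor plus acceptor beads, 10 µg/mL apiece, read by AlphaScreen after 30 min at room temperature.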
AmpC inh detg = inhibitors of E. coli AmpC beta-lactamase with detergent; P00811; AmpC hydrolysis of nitrocefin, absorbance 480 nm, 0.01% Triton; Potency, µM (titrated, usually from 114 µM), inactives show at the highest dose activity change, negative = inhibition, actives largely listed as inhibitors; actives 0.041% (n = 370,000);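 note: potency is the fitted concentration of half-maximal effect; 0% = no-compound wells and -100% = no-enzyme wells; nearly all actives have a fitted effect of over 25% in size; some results filed as inactive show a strong effect at the top dose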
Target sequence (P00811 whole entry, looked up): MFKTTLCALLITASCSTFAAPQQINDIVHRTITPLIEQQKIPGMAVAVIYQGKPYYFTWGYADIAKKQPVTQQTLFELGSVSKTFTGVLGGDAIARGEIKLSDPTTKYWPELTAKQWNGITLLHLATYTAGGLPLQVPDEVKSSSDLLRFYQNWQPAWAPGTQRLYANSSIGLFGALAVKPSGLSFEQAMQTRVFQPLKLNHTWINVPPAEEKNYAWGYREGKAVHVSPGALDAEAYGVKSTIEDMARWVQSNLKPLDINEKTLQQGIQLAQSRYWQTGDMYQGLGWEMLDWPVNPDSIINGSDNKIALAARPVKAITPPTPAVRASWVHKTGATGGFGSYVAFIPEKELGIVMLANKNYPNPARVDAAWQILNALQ
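20 mM phosphate pH 7.0 + 0.01% (detergent screen) or 0.0001% Triton X-100; 5.3 nM AmpC reagent; cpd preinc 15 min RT; nitrocefin (800 uM stock) to start; A480 q20 s × 4 min; Activity was normalised to no-enzyme and no-compound control wells.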
AmpC no deterg = AmpC beta-lactamase inhibition without detergent. AID 485341. actives 0.52% (n = 330,000). AmpC nitrocefin hydrolysis, absorbance 480 nm, 0.0001% Triton. Potency, µM (top dose mostly 57.1 µM), inactives show at the top dose activity change, negative = inhibition, most hits filed as inhibitors;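 note: potency is the fitted concentration of half-maximal effect; plate controls were no compound for no effect and no enzyme for full effect; nearly all actives have a fitted effect of over 20% in size; some results filed as inactive show a strong effect at the top dose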
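20 mM phosphate pH 7.0 + 0.01% (detergent screen) or 0.0001% Triton X-100; 5.3 nM AmpC reagent; cpd preinc 15 min RT; nitrocefin (800 uM stock) to start; A480 q20 s × 4 min; Activity was normalised to no-enzyme and no-compound control wells.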
An asterisk follows results filed as active; ? = inconclusive; / = no result given; & = joins results of further samples; [ ] = dose if it differs, or a comment. Unless noted, calls come from the whole dose curve; as a rule, active = well fitted curve in the direction sought with a large enough effect; inconclusive = small, poorly fitted or top-dose-only effect, or another doubt; inactive = no such curve, though single readings can be large; an effect the other way counts as inactive or inconclusive. Unless noted, % is set by controls: 0 for no effect and ±100 for the full control effect.

SMILES | Sm TGR inh | HCMV inh | Giardia FBPA inh | AMA1-RON2 inh | AmpC inh detg | AmpC no deterg
CC(C)Oc1ccc(CNS(=O)(=O)c2ccc(-c3cc(C(F)(F)F)on3)s2)cc1 | 15.5% | -2.0 | / | / | 2.3% | /
Cc1oc2ncn(C)c(=O)c2c1C(=O)NCc1ccc(Cl)cc1 | 0.2% | -5.6 | / | / | -4.7% | /
O=C(NCCN1C(=O)S/C(=C\c2ccc(OC(F)F)cc2)C1=O)[C@@H]1CCCN1C(=O)c1cccs1 | -0.6% | ? | 7.0% | -0.4%[2.32 µM] | -12.3% | 22.6%
Cc1ccc(S(=O)(=O)/C(C#N)=C/c2c(N3CC(C)OC(C)C3)nc3ccccn3c2=O)cc1 (stereo unspecified) | -20.7% | -7.4 | / | -14.9% | -14.4% | 152.7%[activator]
CC(OC(=O)c1ccccn1)C(=O)Nc1ccc(C(F)(F)F)cc1 (stereo unspecified) | 1.2% | -18.2 | / | 13.3% | ? | 7.8%
CS(=O)(=O)Nc1nc2n(n1)C(c1ccc(F)cc1)CC(c1ccccc1)N2 (stereo unspecified) | -2.0% | -39.4 | 8.6% | -4.2% | 6.0% | -14.5%
O/N=C/c1ccc(OCC(O)COc2ccc(/C=N/O)cc2)cc1 | -6.4% | 31.5 | 7.6% | 2.0% | -2.3% | -30.4%
C=CCOc1c(Br)cc(/C=N\n2nnnc2N)cc1OC | 3.9% | 9.5 | -4.5% | -7.3% | -8.1% | -22.7%
CC[C@]12c3[nH]c4cc(-c5ccco5)ccc4c3CCN1C(=O)[C@@H](CC(=O)NCCN1CCOCC1)C[C@@H]2C(=O)N1CCN(C(=O)C2CC2)CC1 | / | 33.3 | / | -7.0% | / | 193.8%[activator]
CCOC(=O)CC[C@H](NC(=O)Cn1cnc(C(=O)Nc2ccc(C)c(C)c2)n1)C(=O)OCC | / | 22.0 | / | 0.0% | / | 56.1%
CCCCC(=O)Nc1ccc(N2CCN(S(C)(=O)=O)CC2)cc1 | -2.9% | 4.9 | 4.1% | -1.8% | 2.4% | -9.3%
O=C(CSc1nc(-c2ccccc2)cs1)N1CCN(C(=O)c2ccco2)CC1 | -33.1% | -103.1* | 5.5% | 9.2% | -5.0% | 54.9%
Cc1ccc(C(=O)Nc2ccc3nccnc3c2)cc1 | 7.1% | -10.1 | -11.4% | -0.9% | -6.6% | -8.4%
COc1ccccc1N1CCN(C2CCN(C(=O)c3cc(OC)c(OC)c(OC)c3)CC2)CC1 | -8.6% | 5.5 | ? | 0.0% | -8.1% | -1.5%
COc1ccc(C(=O)/C=C/c2cn(CC(O)CN3CCN(C)CC3)c3ccccc23)cc1OC (stereo unspecified) | 9.0% | -78.2* | -1.5% | -20.7% | -7.9% | 174.9%[activator]
O=C(O)COc1ccccc1/C=N/NC(=O)CSc1nnc(-c2ccc(Cl)cc2)n1C1CCCCC1 | 17.1% | -33.6 | 9.2% | 10.5% | -20.3% | 3.1%
COc1cc(CNCCO)cc(Br)c1OCc1ccccc1 | / | -23.4 | -1.0% | -1.5% | 1.4% | 13.2%
COc1cccc(OC)c1OCCN1CCCC1 | -9.6% | 21.2 | -11.9% | 0.0% | -13.9% | -8.6%
Cc1ccc(C(C)C)c(OCC(=O)NNC(=O)CC2OC(=O)c3ccccc32)c1 (stereo unspecified) | 20.4% | -12.7 | / | 70.7%[activator] | -0.5% | -3.0%
C[C@H](CO)N1C[C@H](C)[C@@H](CN(C)S(=O)(=O)c2cccs2)Oc2ccc(NC(=O)NC3CCCCC3)cc2C1=O | / | -21.0 | / | -8.1% | / | 168.9%[activator]
O=C(CSCc1cnn(-c2ccccc2)c1-n1cccc1)NCC1CCCO1 (stereo unspecified) | 1.8% | -21.9 | 2.9% | 1.7% | ? | 41.7%
CC(C)C1Oc2ccccc2N(CC(=O)N(Cc2ccncc2)Cc2ccco2)C1=O (stereo unspecified) | 31.6µM* | 13.4 | 7.1% | -9.1% | -2.3% | 114.5%[activator]
COc1ccc(OC)c(-n2cc3c(=O)n(C)c(=O)n(C)c3c2)c1 | ? | 24.1 | ? | 0.0% | 5.1% | 25.0%
COCCn1c(C)nnc1SCC(=O)NNC(=O)c1ccc(Br)cc1 | -9.2% | 7.9 | -1.5% | 58.9%[activator] | -10.9% | -2.3%
Cc1n[nH]c(=S)n1/N=C/c1ccccc1OCc1ccc(Cl)cc1 | 0.5% | 95.1 | -17.2% | 75.1%[activator] | 2.8% | -50.3%
(next part)
SMILES | Sm TGR inh | HCMV inh | Giardia FBPA inh | AMA1-RON2 inh | AmpC inh detg | AmpC no deterg
O=C(NNc1nc2ccccc2o1)c1ccccc1 | 7.7% | 18.2 | 5.2% | 95.0%[activator] | 7.0% | -31.5%
CCc1nnc(NC(=O)c2ccc(COc3ccccc3Cl)o2)s1 | 9.4% | ? | / | 30.7%[activator] | 1.0% | -10.4%
Cc1ccc(-n2nc(C)c3nc(CCC(=O)Nc4cccc(C)c4C)c(=O)n(C)c32)cc1 | 3.8% | 3.1 | / | / | 18.1% | /
CN(C)c1ccc(/C=C2\N=C(c3ccc(Cl)c([N+](=O)[O-])c3)NC2=O)cc1 | 4.2% | -11.0 | -0.4% | ? | 1.7% | -24.6%
COc1ccc(Cl)cc1-c1n[nH]c(=S)o1 | 4.3% | 60.3 | -18.5% | 16.8% | -6.0% | -8.4%
Cc1ccccc1N1CCN(C2CCCN(C(=O)CCN3CCCCC3=O)C2)CC1 (stereo unspecified) | -21.5% | -17.7 | 6.2% | 19.1% | -14.5% | 61.2%[activator]
C=C(C)[C@H]1CN[C@H](C(=O)O)[C@H]1CC(=O)O | / | 81.7 | -0.4%&-13.2%&14.4% | 10.4% | / | /
Cc1ccc(C(=O)C[n+]2ccc(-c3nnc4n3CCC4)cc2)cc1 | -5.0% | 0.9 | -6.5% | -13.5% | -12.0% | -13.9%
COc1cc(NC(=O)c2nccnc2C(=O)O)cc(OC)c1 | 8.3% | 26.4 | -25.2% | -4.0% | ? | -84.0%
O=C(CSc1ccc(-c2ccco2)nn1)NCc1ccc2c(c1)OCO2 | 12.6µM* | -3.6 | -9.9% | -1.8% | -5.3% | -29.0%
O=C(N/N=C/c1nn(-c2ccccc2)cc1-c1ccc(Cl)cc1)c1ccncc1 | 42.3%[activator] | / | 3.3% | / | ? | -17.1%
COc1ccc(NC(=O)c2ccc(C(=O)c3cc(OC)ccc3OC)cc2)cc1 | 6.7% | -1.9 | 6.6% | 6.2% | 5.6% | -20.4%
OC(CN1CCCCC1)CN(c1ccccc1)c1ccccc1 (stereo unspecified) | -23.5%[11.4 µM] | -31.8 | -9.5% | -17.3% | -4.4% | 1.6%
Cc1ccc(N(NC(=O)C(C)(C)O)C(=O)c2ccccc2)cc1C | -22.1% | -15.7 | 0.0% | 28.9% | -0.5% | 3.9%
CC(C)Oc1ccccc1-c1cc(C(=O)N/N=C/c2cccnc2)c2ccccc2n1 | -5.3% | 9.4 | / | 19.0% | -13.9% | 64.3%[activator]
CCCNC(=O)c1ccccc1NC(=O)c1nsc2ccccc12 | 6.1% | 36.8 | / | / | 20.2% | /
Cc1ccc(SCC(=O)N2CCCC2)cc1 | 6.2% | 10.2 | 1.1% | 3.2% | ? | -8.5%
COc1ccc(NC(=O)C2CCCN2C(=O)NCc2ccccc2)cc1 (stereo unspecified) | -2.0% | -23.2 | -0.9% | 9.6% | -3.4% | 14.3%
COC(=O)c1ccc(CSc2nc3c(cnn3-c3ccccc3)c(=O)[nH]2)o1 | 0.7% | 4.0 | -10.5% | -0.7% | ? | -49.9%
COc1ccc(C(C(=O)NC2CCCCC2)N(C(=O)CCl)c2ccc(Cl)cc2)cc1 (stereo unspecified) | 1.58µM* | -101.3* | 2.9% | -1.1% | -9.1% | 1.3%
O=C(COC(=O)c1ccc(Br)o1)Nc1cccc(S(=O)(=O)N2CCCCCC2)c1 | -2.1% | 29.6 | 3.2% | 2.9% | -1.8% | -29.3%
CC(=O)C1=C(O)C(=O)N(c2ccc(Br)cn2)C1c1ccc(Br)cc1 (stereo unspecified) | -12.4% | 19.1 | -24.5% | -9.8% | -2.5% | -32.6%
COc1ccc(C(=O)N2CCN(S(=O)(=O)c3ccc(Cl)cc3)CC2)cc1OC | -11.3% | ? | 4.9% | -14.7% | 0.8% | 72.4%[activator]
COCCn1cnnc1SCC(=O)Nc1cccc(S(=O)(=O)N2CCCCC2)c1 | -23.1% | -23.6 | / | 30.0%[activator][11.6 µM] | -1.4% | -11.8%
O=C(COc1ccc2ccccc2c1)N1CCN(C(=O)c2cccnc2)CC1 | 9.6% | 14.5 | 1.1% | -19.8% | -5.9% | 23.2%

Next part (three carried over from the part before).
SMILES | Sm TGR inh | HCMV inh | Giardia FBPA inh | AMA1-RON2 inh | AmpC inh detg | AmpC no deterg
COc1ccc(C(=O)N2CCN(S(=O)(=O)c3ccc(Cl)cc3)CC2)cc1OC | -11.3% | ? | 4.9% | -14.7% | 0.8% | 72.4%[activator]
COCCn1cnnc1SCC(=O)Nc1cccc(S(=O)(=O)N2CCCCC2)c1 | -23.1% | -23.6 | / | 30.0%[activator][11.6 µM] | -1.4% | -11.8%
O=C(COc1ccc2ccccc2c1)N1CCN(C(=O)c2cccnc2)CC1 | 9.6% | 14.5 | 1.1% | -19.8% | -5.9% | 23.2%
COc1cc(CN2CCN(c3ccccc3C)CC2)cc([N+](=O)[O-])c1O | 0.0% | -9.2 | -11.2% | 13.5%[2.32 µM] | ? | -31.4%
C(=N\Nc1ncnc2ccccc12)/c1ccccc1 | -7.0% | 61.8 | -11.8% | 25.4% | ? | -30.0%
CCn1c(CNC(=O)c2cccc(C)c2)nnc1SCC(=O)Nc1nnc(C)s1 | 3.8% | 24.9 | -14.2% | 1.2% | 0.9% | -4.6%
Cc1ccccc1Cn1cnc2c(cnn2C(C)(C)C)c1=O | 4.8% | 6.0 | -0.1% | -19.4% | 0.8% | -1.9%
Cc1cc(C(=O)OCC(=O)NCc2cccs2)ccc1[N+](=O)[O-] | / | ? | / | 5.3% | / | 8.7%
O=C(COC(=O)c1cccs1)Nc1nc(-c2ccccc2)cs1 | ? | 145.8 | 2.7% | -9.1% | -5.5% | -27.9%
Cc1ccc(NC(=O)CSc2ccc(-c3ccc(-n4cccn4)cc3)nn2)c(C)c1 | 2.5% | -13.7 | / | -3.8% | -16.3% | -31.9%
Cc1ccc(SCC(=O)Nc2ccc(N3CCN(C)CC3)c(F)c2)cc1 | 0.0% | 35.5 | 4.8% | 0.0% | -10.6% | 14.1%
Fc1ccc(C2CCNCC2COc2ccc3c(c2)OCO3)cc1 (stereo unspecified) | ? | -33.8 | -14.6% | ? | -4.8% | 38.2%
COc1ccc(/C=C2\SC(=O)N(CCC(=O)NC3CCS(=O)(=O)C3)C2=O)cc1 (stereo unspecified) | 4.2% | -4.9 | / | 9.3% | -0.1% | -6.2%
COc1ccccc1CN1CCN(Cc2nc(-c3ccccc3)no2)CC1 | 6.7% | 1.8 | -8.0% | 5.3% | 11.6% | 121.1%[activator]
